# Xi reactivation: X-chromosome reactivation activator | 0.055% of 360,000 active | XiGFP mouse fibroblasts, % GFP-positive cells imaging, 3 d; cells co-treated with 5-aza-dC sensitizer; scaled so ellipticine positive control = 100% | activation, % at 7.58 µM;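 active = mean normalized replicate activation at least 10% and every replicate at or above 10%; inconclusive = only one of the two criteria met; inactive = mean below 10% and not all replicates reach 10%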;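 also: 0% = median of on-plate neutral control wells and 100% = ellipticine 6 µM median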
#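 System: XiGFP fibroblasts, SV40-immortalized. Medium: DMEM plus 5-aza-dC sensitizer. Doses: single point. Timing: 3 d treatment, 15 min room-temperature fixation. Control set: ellipticine 6 µM.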
# F508del corr: correctors of CFTR F508del function in bronchial epithelial cells. CFBE cells, YFP halide quenching; stimulated with forskolin plus potentiator P3; % fluorescence drop versus neutral controls. activity (quench increase), % at 7.58 µM. 0.36% of 350,000 active. AID 720511;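 active = mean added fluorescence quench of at least 8% versus neutral control, with both replicates also reaching 8%; inconclusive = only one of the mean or replicate conditions met; inactive = mean below 8% and not both replicates reaching 8%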;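 also: cells transiently co-express mutant CFTR-F508del with the halide-sensitive YFP; corrector assay measuring rescue of mutant channel to the surface after 24 h compound exposure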
# DENV2 CPE: inhibitors of DENV2 cytopathic effect; DENV2-infected cells, cytopathic effect rescue, plate reader; CPE inhibition, % at 9.99 µM; 1.7% of 350,000 active; AID 651640; in the data active = CPE inhibition above about 20%, passing the limit was not always enough; inconclusive = no clear call, values can overlap the other calls; tested in BHK-21 cells;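 also: 0% = median of neutral control wells and 100% = median of positive control wells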
# PAX8 inh HTS: PAX8 transcriptional activity inhibition; RMG-I TPO-luciferase reporter, SteadyGlo, 24 h; inhibition, % at 12.6 µM; 1.2% of 360,000 active; AID 652154;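 active = mean replicate inhibition at least 60% with every replicate also reaching 60%; inconclusive = only one of the two criteria is met; inactive = mean below 60% and not all replicates reaching 60%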;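 also: luciferase light reporting Pax8 driven TPO promoter activity; plate controls were median of neutral control wells for no effect and mitoxantrone controls for full effect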
# ERp5 inh: inhibitors of human ERp5 | ERp5 insulin aggregation, absorbance 650 nm, 90 min | inhibition, % at 9.99 µM | Q15084 | 0.05% of 350,000 active;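 active = mean replicate inhibition above about 25%, with every replicate also reaching it, limit read from the data, passing the limit was not always enough; inconclusive = only one of those two criteria met; inactive = neither criterion met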
# Target sequence (Q15084 whole entry, looked up): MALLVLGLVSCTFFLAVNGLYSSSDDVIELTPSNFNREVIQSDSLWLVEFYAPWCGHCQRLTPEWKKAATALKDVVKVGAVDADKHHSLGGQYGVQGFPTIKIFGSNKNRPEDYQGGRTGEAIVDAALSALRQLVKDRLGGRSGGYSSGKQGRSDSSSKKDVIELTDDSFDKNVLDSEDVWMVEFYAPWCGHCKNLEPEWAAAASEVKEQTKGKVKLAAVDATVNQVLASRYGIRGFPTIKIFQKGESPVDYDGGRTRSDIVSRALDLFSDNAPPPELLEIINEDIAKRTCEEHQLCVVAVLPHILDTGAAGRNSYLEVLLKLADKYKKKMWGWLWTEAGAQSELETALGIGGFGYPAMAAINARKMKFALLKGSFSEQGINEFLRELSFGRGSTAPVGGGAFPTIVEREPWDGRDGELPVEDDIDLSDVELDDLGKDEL
# EWS-Fli block: blocks EWS/Fli oncoprotein-driven transcription; A673 NR0B1-luciferase reporter, viability-normalised; inhibition, % at 12.6 µM; 0.67% of 350,000 active;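 active = mean inhibition of at least 50% after viability correction, with every replicate also passing that limit; inconclusive = mean reaches 50% but only one of two replicates passes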;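 also: firefly luciferase signal divided by Alamar Blue viability fluorescence both relative to DMSO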
# ARNT TACC3 PPI: ARNT/TACC3 interaction disruption. 0.66% of 390,000 active. AID 623870. inhibition, % at 9.99 µM. Q9Y6A5. AlphaScreen His-ARNT PAS-B/GST-TACC3 binding, luminescence; TACC3 fragment carries E629A point mutation;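 active = mean inhibition of replicates at least 50% and at least half of replicates each reaching 50%; inconclusive = half or more replicates reach 50% but mean below 50%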;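 also: 0% = complete ARNT plus TACC3 wells and 100% = ARNT alone without TACC3; many hits fall short of the cut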
# GSIS activator: GLuc luminescence reporter in INS-1E cells, primary screen for activators of glucose-dependent secretion of insulin. INS-1E GLuc reporter insulin secretion, 2-3 h. activation, % at 16.6 µM. 0.61% of 370,000 active. AID 743287;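 active = lowest replicate activation of at least 40%, so every replicate reaches that level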;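 also: 0% = median of neutral control wells and 100% = median of IBMX positive control wells; some compounds called inactive have numbers as strong as hits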
# * marks the source's active call; other numbers are inactive results; ? = inconclusive; nt = no result given. The order is random; 4.2% or so of the library scored in one or more.
SMILES,Xi reactivation,F508del corr,DENV2 CPE,PAX8 inh HTS,ERp5 inh,EWS-Fli block,ARNT TACC3 PPI,GSIS activator
CC1CC(C)CN(C(=O)C2CCC(CNc3c(N4CCCCC4)c(=O)c3=O)CC2)C1 (stereo not drawn),-0.1,-0.2,1,-1,-4,16,-11,-3
CCCNC(=O)[C@@H]1[C@@H](CO)[C@@H]2Cn3c(ccc(C4=CCCC4)c3=O)[C@H]1N2C(=O)C1CC1,0.1,-0.1,-1,7,-6,-24,-2,-6
CCC(c1nnc(SCC(=O)N(C)c2ccccc2)n1Cc1ccccc1)N(C)C (stereo not drawn),0.2,-1.5,5,13,1,17,1,1
COc1ccccc1NC(=O)COC(=O)c1ccc([N+](=O)[O-])s1,0.0,-1.0,7,11,1,8,1,-7
CCOC(=O)CSc1nc(C)[nH]c1[N+](=O)[O-],0.1,0.2,7,-4,-3,2,-3,-6
COc1cc(-c2cnc3c(NC=O)cc(-c4ccccc4)cn23)cc(OC)c1OC,1.0,2.9,13,92*,1,59*,nt,4
O=C(Nc1nnc(CCc2ccccc2)s1)c1ccccc1,-0.1,-4.7,6,-73,0,-86,-3,-7
COc1cccc(/C(C)=N/NS(=O)(=O)c2ccc(Cl)cc2)c1,0.0,-0.6,-5,-4,-4,-3,-8,-3
O=C(C1CCCN1S(=O)(=O)c1cccc2cccnc12)N1CCN(c2ccccc2)CC1 (stereo not drawn),-0.3,-3.9,0,23,-3,-1,26,18
C[C@H](CO)N1C[C@H](C)[C@H](CN(C)Cc2ccccc2)Oc2ccc(NS(=O)(=O)c3cn(C)cn3)cc2CC1=O,0.0,2.6,-4,-10,2,3,6,17
O=C(NCCO)c1cc2c([nH]c3ccccc32)c(-c2ccc(F)cc2)n1,0.2,-1.5,8,51,5,6,1,-19
Cc1nn2c(=O)c(NC(=O)c3ccc(Cl)cc3)cnc2s1,0.0,0.2,0,-10,9,-9,9,-2
CN1CCCCC(NC(=O)c2cccs2)C1=O (stereo not drawn),0.0,-2.3,?,13,3,-6,nt,-1
CC(NC(=O)C(C(=O)c1cccc([N+](=O)[O-])c1)n1cc(Cl)ccc1=O)c1ccccc1 (stereo not drawn),0.4,nt,nt,1,nt,nt,-2,-7
COc1ccc(CNC(=O)COC(=O)CC2CC3CCC2C3)cc1OC (stereo not drawn),-0.3,nt,-4,-3,6,-8,-23,9
C[C@@H]1CN([C@@H](C)CO)S(=O)(=O)c2ccc(C3=CCCC3)cc2O[C@H]1CN(C)S(=O)(=O)c1ccc(F)cc1,0.1,3.0,6,nt,-1,3,8,-4
CO[C@@H]1CN(C)C(=O)c2cc(NC(=O)Nc3ccccc3)ccc2OC[C@H](C)N(C(=O)CC2CC2)C[C@H]1C,0.1,-2.6,-4,5,3,-11,-1,-1
C[C@H]1CN([C@@H](C)CO)C(=O)c2cc(-c3cccnc3)cnc2O[C@H]1CN(C)C(=O)Nc1ccc(C(F)(F)F)cc1,0.4,-3.0,-6,nt,0,-10,-5,-2
CCOC(=O)Nc1ccc2c(c1)N(C(=O)CN(CC)CC)c1ccccc1CC2,0.0,0.5,-2,10,-11,-7,15,5
O=C(CSc1nc(=O)n2ccccc2n1)N1CCCc2ccccc21,-0.1,1.8,68*,18,-5,-8,1,5
Cc1cc(Br)c(NC(=O)COn2nnc3ccc(S(C)(=O)=O)cc32)c(Br)c1,0.0,-1.5,0,18,10,6,-10,-8
C/C(=N/NC(=O)CNC(=O)C1COc2ccccc2O1)c1cccc(O)c1 (stereo not drawn),0.1,1.3,-4,8,2,-14,-1,-9
Cc1cc(C)cc(NC(=O)CSc2nccn2Cc2ccco2)c1,0.2,-2.9,-1,-6,11,nt,7,-37
CC(C)NC(=O)N(C)C[C@@H]1Oc2ncc(C#CCc3ccccc3)cc2C(=O)N([C@H](C)CO)C[C@H]1C,0.2,2.2,-1,nt,3,15,-7,39

# The closing 3 records of the section above come first, to join the parts:
SMILES,Xi reactivation,F508del corr,DENV2 CPE,PAX8 inh HTS,ERp5 inh,EWS-Fli block,ARNT TACC3 PPI,GSIS activator
C/C(=N/NC(=O)CNC(=O)C1COc2ccccc2O1)c1cccc(O)c1 (stereo not drawn),0.1,1.3,-4,8,2,-14,-1,-9
Cc1cc(C)cc(NC(=O)CSc2nccn2Cc2ccco2)c1,0.2,-2.9,-1,-6,11,nt,7,-37
CC(C)NC(=O)N(C)C[C@@H]1Oc2ncc(C#CCc3ccccc3)cc2C(=O)N([C@H](C)CO)C[C@H]1C,0.2,2.2,-1,nt,3,15,-7,39
CCNC(=O)C[C@@H]1CC[C@H]2[C@@H](COC[C@H](O)CN2Cc2ccc(Cl)c(Cl)c2)O1,0.0,0.3,8,33,-17,-9,0,2
O=C(N[C@H]1CC[C@@H](CCNC(=O)c2cnccn2)O[C@@H]1CO)c1ccc2c(c1)OCO2,-1.1,0.6,4,-2,-6,-3,-3,2
CC(=O)N1N=C(c2ccncc2)OC12CCCCCC2,nt,-2.4,nt,nt,4,1,-3,23
CC(=O)N1CCN(S(=O)(=O)c2cccc(C(=O)Nc3ccc(C)cn3)c2)CC1,0.1,2.1,18,-77,3,nt,-2,3
COc1cc(C2C(Oc3ccccc3C)C(=O)N2Cc2ccc(F)cc2)cc(OC)c1OC (stereo not drawn),0.1,nt,5,26,-3,5,-3,nt
CN(C)C(=O)C[C@H]1CC[C@@H](NC(=O)NC2CCCC2)[C@@H](CO)O1,-0.1,0.9,-4,0,6,-2,2,2
O=C(Nc1ccccc1F)N1CCCCN2[C@H](C1)[C@H](c1ccc(C3=CCCC3)cc1)[C@@H]2CO,0.2,-0.2,nt,-7,nt,-16,-4,-7
Cc1cc(CNC(=O)c2cc(-c3ccccc3)nc3ccccc23)nn1C,0.0,2.8,3,13,6,1,2,7
Cc1cc(C)nc(SSc2nc(C)cc(C)n2)n1,0.2,-4.0,?,-3,1,18,-3,141
COc1cc(C(=O)OCc2ccc([N+](=O)[O-])cc2)cc(OC)c1OC,0.2,-1.3,0,-20,1,7,nt,1
CC(C)c1onc(C(=O)N2CCOCC2)c1[N+](=O)[O-],0.0,nt,-9,8,1,3,-1,5
Cc1ccc(S(=O)(=O)CCC(=O)Nc2ccc3nc(C)sc3c2)cc1,0.2,-0.1,-5,-4,0,-8,9,-7
Cc1ccccc1N1C(=O)C(Cl)=C(N2CCOCC2)C1=O,0.0,0.1,1,22,2,7,-12,-5
O=C(COc1cccc2c1CCNC2=O)Nc1ccc(F)cc1,0.4,-1.7,-5,-11,17,9,2,5
CC1CCCCN1C(C(=O)O)c1ccccc1 (stereo not drawn),0.0,3.3,-5,-4,0,-6,-8,4
COc1ccc(CC(=O)NCc2ccccc2)cc1OC,0.2,0.7,4,-7,-6,4,1,1
CCN(CC)CCNC(=O)C1CCN(S(=O)(=O)c2c(C)noc2/C=C/c2ccccc2F)CC1,0.0,-0.3,?,31,1,nt,11,14
C[C@H]1CN([C@@H](C)CO)C(=O)c2cccc(NC(=O)C3CCCCC3)c2O[C@@H]1CN(C)Cc1ccc(Cl)c(Cl)c1,1.1,-1.0,-6,nt,2,15,10,-13
O=C(C[C@H]1CC[C@@H](NC(=O)Nc2cc(F)ccc2F)[C@H](CO)O1)NCc1ccccn1,-0.2,-0.7,nt,5,0,6,-16,1
Cc1c(Cl)ccc2c(C(=O)Nc3cc(C(C)(C)C)on3)cc(-c3ccccn3)nc12,0.1,-0.3,11,11,2,nt,-4,4
O=C(CCSCCC(=O)NN=Cc1ccc(F)cc1)NN=Cc1ccc(F)cc1,0.3,1.0,3,-9,-4,0,26,nt
Cc1ccc(NC(=O)CN2C(=O)S/C(=C/c3ccncc3)C2=O)cc1,0.0,-5.8,-8,5,6,nt,15,3
Cc1ccc(S(=O)(=O)Nc2ccc3c(c2)C(=O)N(C)[C@@H]2CC[C@@H](CC(=O)NCCc4ccncc4)O[C@H]2CO3)cc1,0.0,-1.8,-3,-11,3,-2,-7,-1
CN(Cc1ccccc1)c1ccc(C(CC(N)=O)NC(=O)c2ccc(Br)cc2)cc1[N+](=O)[O-] (stereo not drawn),0.1,1.0,1,7,-1,15,1,nt
CCCCc1cc(=O)oc2cc(C)cc(OCC(=O)N3CCC(C(=O)O)(c4ccccc4)CC3)c12,nt,1.5,4,nt,4,2,-4,-12
COc1cc(OC)cc(C(=O)NC(C(=O)O)C23CC4CC(CC(C4)C2)C3)c1 (stereo not drawn),-0.1,-2.3,7,-7,-4,13,-1,-15
CC(=O)N1c2c(cc(Br)cc2S(=O)(=O)N2CCN(c3ccccc3F)CC2)CC1C (stereo not drawn),0.1,-1.3,3,12,5,25,1,-11
C[C@H]1CN([C@@H](C)CO)C(=O)c2cccc(NS(=O)(=O)c3ccc(Cl)cc3)c2O[C@@H]1CN(C)Cc1ccncc1,0.4,-0.2,10,-4,-1,5,-2,6
CCc1ccc(NC(=O)CN(N=Nc2nonc2C)c2nonc2C)cc1,0.0,1.2,13,9,2,11,7,-20
Cc1cc(C(=O)O)oc(=O)c1,0.1,-1.7,5,11,14,-3,-8,2
CS(=O)(=O)N(CC(=O)N1CCN(Cc2ccc3c(c2)OCO3)CC1)C1CCCCC1,3.9,-4.2,nt,23,-1,9,3,0
CN(CCc1ccccc1)C(=O)c1ccc(NC(=O)Cc2ccc(NC(=O)C3CCCN(C(=O)C4CCCCC4)C3)cc2)cc1 (stereo not drawn),0.1,-2.3,0,13,1,5,-7,1
CCc1csc(N2[C@@H](C#N)[C@@H](c3ccc(-c4cccc(F)c4)cc3)[C@@H]2CO)n1,0.4,-3.4,-25,11,2,-1,23,-1
Cc1ccsc1CNC(=O)C1(C)CCCN1CC(C)C (stereo not drawn),0.0,0.0,5,-8,-2,1,nt,-26
O=C(C[C@H]1CC[C@@H]2[C@H](COC[C@H](O)CN2C(=O)c2ccccc2)O1)Nc1ccc(-c2ccccc2)cc1,0.4,-2.2,55*,41,-2,-6,2,-23
CN1C(=O)c2cc(NC(=O)c3ccccc3Cl)ccc2OC[C@@H]2O[C@H](CC(=O)O)CC[C@H]21,0.0,0.9,7,13,0,-2,-1,10
COc1ccc(CNC(=O)COC(=O)C(CCSC)N2C(=O)c3ccccc3C2=O)cc1 (stereo not drawn),0.2,-3.1,-3,-2,8,-1,nt,-10
COCC(=O)Nc1c(I)c(C(=O)NCC(O)CO)c(I)c(C(=O)N(C)CC(O)CO)c1I (stereo not drawn),0.2,3.5,7,-7,-7,1,-6,13
COc1ccc(Cl)cc1NC(=O)CN(C)C(=O)c1cn2ccccc2n1,-0.1,0.8,-5,34,-3,17,6,7
CS(=O)(=O)Nc1ccc(C(=O)Nc2ccccc2-c2ccccc2)cc1,0.2,-1.4,0,0,2,9,-4,7
CC(Oc1ccc2c3c(c(=O)oc2c1)CCC3)C(=O)NCCCn1ccnc1 (stereo not drawn),0.1,0.2,?,-32,-11,-8,10,25
CN(C)c1ccc2c(c1)[C@@H]1C[C@@H](CC(=O)N3CCc4ccccc4C3)O[C@H](CO)[C@@H]1O2,0.4,0.8,12,1,6,0,0,-7
O=C(CC1CC1)N1CC2(C1)[C@H](c1ccccc1)[C@H](CO)N2C(=O)c1ccccn1,0.1,1.0,-12,nt,3,-2,nt,2

# Screening results as filed in PubChem.
